Screening results deposited in PubChem by National Center for Advancing Translational Sciences (NCATS).
Chronic BCR inh – inhibitors of chronic active B-cell receptor signaling. ABC-DLBCL IkBa-CBG/CBR reporter, luminescence ratio, 4 h. Potency, µM (series often up to 46.1 µM), inactives show at the top dose ratio change, negative = lower green/red ratio, hits mostly inhibitors. 340,000 tested, 0.05% active; active = well fitted inhibition curve with a large enough effect in the signal ratio, with a control signal flat, not every such curve was filed as active; inconclusive = small, poorly fitted or top-dose-only effect, or effect the other way, or a change in a side signal; the % refers to the signal ratio;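 also: potency is read from the fitted curve at half-maximal effect; plate controls were basal doxycycline-induced cells for no effect and cells given 10 µM MG132 for full effect; MG132 reads +100%, hits lower the ratio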
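Cell line TMD8 (human ABC DLBCL), stably expressing tet-inducible CBG68-IkBa fusion and CBR; IMDM/0.5% FBS; cpd up to 46 uM; dox induction, 4 h, 37C/5% CO2; dual luminescence; green/red ratio; MG132 control.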
KCNH2 3.1 block – blocks the human KCNH2 3.1 channel isoform. 340,000 tested, 0.95% active. AID 720553. U2OS KCNH2 3.1, thallium flux FluxOr; stronger effect = lower value. activity change, % (tested at about 1.8 µM);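 active = maximum activity change below -70%; inconclusive = maximum activity change from -70% to -50%; inactive = maximum activity change above -50%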;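 also: thallium influx rate constant from kinetic fluorescence after stimulation buffer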
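U2OS cells transduced with KCNH2 3.1 mutant virus (1.77 x 10^8 /mL, 4 h), plated overnight at 37 C, loaded 45 min with FluxOr dye plus Red40 quencher. Thallium flux rate constant from kinetic reads after stimulation buffer, normalised to controls.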
Giardia kill – kills Giardia lamblia. 340,000 tested, 0.15% active. activity change, % at 7.66 µM, hits read low. AID 540267. Giardia lamblia trophozoite viability; in the data active = activity change below about -80%; inconclusive = between about -30% and that limit;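 also: parasites exposed to compound for two days anaerobically before the ATP read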
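Compounds were tested on trophozoites seeded at 100 cells/well and held 48 hrs at 37 deg C anaerobically. An ATP-based luminescent kit measured the remaining live cells.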
Eya2 phos inh – Eya2 (human) phosphatase inhibition. O00167. Potency, µM (series often up to 76.9 µM), without a hit: at the highest dose activity, negative = inhibition, most hits filed as inhibitors. 330,000 tested, 0.006% active. recombinant Eya2, OMFP fluorescence dephosphorylation (OMFP is methylfluorescein phosphate); also: potency is read from the fitted curve at half-maximal effect
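Eya2 protein (added as 0.2 uM solution) was preincubated with compound for 10 min at ambient temperature in 50 mM HEPES pH 7.5, 50 mM NaCl, 5 uM MgCl2, 0.05% BSA, 1 mM DTT. OMFP (added at 50 uM) then reacted 10 min; fluorescence read at 485/525 nm.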
USP2a block – USP2a (human) protease inhibition; Potency, µM (titrated, usually from 38.3 µM), without a hit: at the top dose activity change, negative = inhibition, actives largely listed as inhibitors; USP2 core, Ub-CHOP2 coupled fluorogenic reporter, 485/531; 330,000 tested, 0.01% active;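 also: potency is read from the fitted curve at half-maximal effect; plate controls were DMSO wells for no effect and full inhibition by NEM control for full effect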
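USP2 core (10nM final) preincubated 30min RT with compound in 20mM Tris-HCl pH 8.0, 2mM CaCl2, 2mM beta-mercaptoethanol, 0.05% CHAPS; 25nM Ub-CHOP2 plus 25nM reporter substrate added, fluorescence (Ex485/Em531) read after 60min.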
PKM2 activator – PKM2 (human) enzyme activation; P14618; purified PKM2, Kinase-Glo ATP luminescence, activation; response scale: 0% is enzyme alone, no compound; Potency, µM (top dose mostly 57.5 µM), for inactives: at the highest dose activation, hits mostly activators; 260,000 tested, 0.34% active; also: potency is read from the fitted curve at half-maximal effect; nearly all actives have a fitted effect of over 55% in size
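ATP formation by purified human PK-M2, quantified via coupled luciferase luminescence after 1 h at room temperature with 0.1 mM ADP and 0.5 mM PEP final.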
B2AR arrestin – beta2AR (human) beta-arrestin recruitment activity | beta-arrestin recruitment to beta2AR, cell-based reporter | AID 492947 | Potency, µM (highest dose often 46.1 µM), for inactives: at the top dose activation, actives largely listed as activators | 330,000 tested, 0.02% active;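 also: potency is read from the fitted curve at half-maximal effect; 0% = DMSO controls and full agonism = EC100 isoproterenol or metaproterenol; nearly all actives have a fitted effect of over 65% in size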
Target sequence (P07550 whole entry, looked up): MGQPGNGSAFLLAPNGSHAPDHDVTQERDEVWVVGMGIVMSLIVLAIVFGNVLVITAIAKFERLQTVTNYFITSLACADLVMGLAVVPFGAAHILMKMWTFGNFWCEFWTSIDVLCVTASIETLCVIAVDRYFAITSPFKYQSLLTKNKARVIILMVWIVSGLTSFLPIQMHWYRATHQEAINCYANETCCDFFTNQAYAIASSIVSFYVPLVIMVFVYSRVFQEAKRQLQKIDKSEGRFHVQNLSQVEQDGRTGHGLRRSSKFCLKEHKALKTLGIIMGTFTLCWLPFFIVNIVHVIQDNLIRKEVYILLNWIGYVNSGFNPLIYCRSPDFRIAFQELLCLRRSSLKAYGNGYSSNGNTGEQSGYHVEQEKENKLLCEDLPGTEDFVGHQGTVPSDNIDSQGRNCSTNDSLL
GALK inhibitor – galactokinase (human) inhibition; P51570; Purified GALK, Kinase-Glo residual ATP luminescence; Potency, µM (titrated, usually from 57.5 µM), for inactives: at the highest dose activity change, negative = inhibition, actives largely listed as inhibitors; 270,000 tested, 0.007% active; also: potency is read from the fitted curve at half-maximal effect
Target sequence (P51570 whole entry, looked up): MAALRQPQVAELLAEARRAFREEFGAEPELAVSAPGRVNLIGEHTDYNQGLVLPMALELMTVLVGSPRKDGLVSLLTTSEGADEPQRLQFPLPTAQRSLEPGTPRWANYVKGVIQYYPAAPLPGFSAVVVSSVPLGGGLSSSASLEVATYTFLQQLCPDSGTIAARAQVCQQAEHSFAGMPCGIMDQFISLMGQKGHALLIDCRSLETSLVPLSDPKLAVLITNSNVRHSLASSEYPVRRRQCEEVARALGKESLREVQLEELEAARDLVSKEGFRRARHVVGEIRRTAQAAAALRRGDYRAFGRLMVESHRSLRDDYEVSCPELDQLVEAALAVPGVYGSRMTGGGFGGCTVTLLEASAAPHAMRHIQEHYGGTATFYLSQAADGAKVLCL
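Quantitative HTS: GALK 5 nM, ATP 35 uM, galactose 100 uM, 1 h room temperature, then luciferase-based ATP detection.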
uPA generation – inhibitors of cell surface uPA generation. 330,000 tested, 0.31% active. Potency, µM (top dose mostly 38.3 µM), inactives show at the highest dose activity change, negative = inhibition, hits mostly inhibitors. cell surface uPA generation assay, qHTS; active = well fitted inhibition curve with a large enough effect; inconclusive = small, poorly fitted or top-dose-only effect; inactive = no such curve, though single readings can be large or run the other way; tested in mouse RAW 264.7 cells; also: potency is read from the fitted curve at half-maximal effect; nearly all actives have a fitted effect of over 55% in size
KCNH2 WT inh – blocks the wildtype human KCNH2 potassium channel. U2OS, BacMam KCNH2, thallium flux FluxOr; stronger effect = lower value. activity change, % at 1.84 µM. 340,000 tested, 0.37% active;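 active = maximum activity change below -70%; inconclusive = maximum activity change between -70% and -50%; inactive = maximum activity change above -50%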
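U2OS cells were transduced with wild-type KCNH2 virus (2.03 x 10^8 / mL) for 4 h at room temperature, then cultured overnight at 37 C. Thallium flux was read with FluxOr dye. Rate constants were normalized to DMSO controls.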
Coupling enz – inhibits coupling enzyme system, counter-screen for aldolase hits | 290,000 tested, 0.67% active | activity change, negative = inhibition, % at 58.2 µM, hits read low | coupling enzyme system counterscreen, AmpLite Red fluorescence; in the data active = activity change below about -30%
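Counterscreen lacking aldolase: glyceraldehyde-3-phosphate coupling-enzyme reagent preincubated 10 min at RT with compound (at 57.5 uM final), then substrate/coupling system with AmpLite Red added; fluorescence read at 525/598 nm after 20 min RT.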
* marks the source's active call; other numbers are inactive results; ? = inconclusive; . = no result given; [ ] = dose if it differs, or a comment. Unless noted, calls follow the shape of the dose curve; as a rule, active = well fitted curve in the direction sought with a large enough effect; inconclusive = small, poorly fitted or top-dose-only effect, or another doubt; inactive = no such curve, though single readings can be large; an effect the other way counts as inactive or inconclusive. Unless noted, % is scaled to controls: 0 for no effect and ±100 for the full control effect. No enrichment for hits; any-hit rate near 2.4%.

SMILES	Chronic BCR inh	KCNH2 3.1 block	Giardia kill	Eya2 phos inh	USP2a block	PKM2 activator	B2AR arrestin	GALK inhibitor	uPA generation	KCNH2 WT inh	Coupling enz
Cc1noc(C)c1NC(=O)N(C)C[C@H]1Oc2c(NC(=O)C3CCCCC3)cccc2C(=O)N([C@H](C)CO)C[C@@H]1C	-1%	-7	-27	4%	-4%	.	-0.7%	.	3%	-6	.
Cc1ccc(S(=O)(=O)CCC(=O)OCc2nc(N)nc(Nc3ccccc3C)n2)cc1	?	5	5	6%	-1%	.	0.2%	.	1%	17	.
Cc1cc(C(=O)COC(=O)c2ccc(N)cc2)c(C)n1-c1c(C)n(C)n(-c2ccccc2)c1=O	5%	4	7	-4%	-3%	-9%	0.0%	0%	1%	-16	3
COc1ccc2[nH]c(=O)c(CN(CCO)C(=O)c3ccccc3F)cc2c1	-23%	-1	-26	6%	0%	4%	-0.2%	2%	1%	0	4
N#Cc1cccc(NCC(=O)Nc2ccc3c(c2)OCCO3)c1	-1%	9	-11	7%	2%	0%	0.0%	6%	-3%	-31	1
N#CC1(P(=O)(c2ccccc2)c2ccccc2)CCCC1	-15%	-12	-2	3%	1%	-5%	1.0%	-2%	3%	2	7
C/C(=N\NC(=O)C(O)c1ccccc1)c1cccnc1 (configuration not stated)	-5%	-1	-12	12%	0%	1%	0.5%	0%	-1%	-10	-1
O=C(CSc1nc2ccsc2c(=O)n1Cc1ccccc1)NCC1CCCO1 (configuration not stated)	-3%	-3	4	-9%	4%	4%	-0.1%	-2%	-2%	-8	1
CC1(C)Cc2nc(-c3ccccc3)nc(SCC(=O)N3CCCC3)c2CO1	-9%	2	10	-11%	0%	-2%	0.4%	10%	-1%	3	0
CSc1ncccc1C(=O)OCC(=O)NCc1cccs1	3%	-17	23	1%	0%	.	-0.2%	.	19%	13	.
CCN1CCN(C(c2cccs2)C(C)NC(=O)CC(C)C)CC1 (configuration not stated)	-2%	-12	-21	6%	-2%	-6%	-0.1%	1%	4%	-16	1
COc1ccc(N2C(=O)C(CC(=O)Nc3ccc(F)cc3)N(CCc3cccs3)C2=O)cc1 (configuration not stated)	-11%	-8	23	-6%	1%	-1%	2.7%	1%	8%	9	4
O=C(CCN1C(=O)S/C(=C\c2ccc(F)cc2)C1=O)Nc1ccc(O)cc1C(=O)O	?	8	4	7%	2%	.	0.4%	-8%	-5%	2	.
COc1ccc(/C=C2/SC(=O)N(CC(=O)Nc3cc(C)on3)C2=O)cc1OC	7%	9	-7	-10%	0%	3%	0.1%	-4%	8%	7	6
COc1ccc(-n2ncc3c(=O)n(CC(=O)Nc4ccc(S(=O)(=O)N5CCOCC5)cc4)cnc32)cc1	-2%	-19	-20	-2%	0%	-2%	-0.3%	.	-2%	29	-3
O=C(O)C1CC(=O)N(c2ccc(OCc3c(F)cccc3Cl)cc2)C1 (configuration not stated)	?	0	2	-3%	1%	5%	-0.2%	0%	-1%	8	18
COc1cc(N(C)C)c([N+](=O)[O-])cc1C(=O)N1CCN(Cc2ccccc2)CC1	?	6	-3	-7%	2%	-1%	0.0%	1%	-5%	0	-1
COC(=O)[C@]1(Cc2ccccc2)N[C@H](c2ccc(-c3ccc(OC)cc3)cc2)[C@@H]2C(=O)N(C)C(=O)[C@@H]21	-5%	5	-1	13%	1%	.	0.4%	.	2%	8	.
O=C(NNC(=S)NCc1ccccc1)c1ccc(OC(F)F)cc1	4%	0	-23	5%	3%	-5%	-0.2%	2%	-3%	3	3
O=C(NCc1ccccn1)C1CCN(S(=O)(=O)c2ccccc2C(F)(F)F)CC1	-7%	9	-20	-16%	0%	.	0.2%	.	0%	6	.

Record cards, from the list above:
Entry for COc1ccc2[nH]c(=O)c(CN(CCO)C(=O)c3ccccc3F)cc2c1 → Chronic BCR inh: -23%; KCNH2 3.1 block: -1; Giardia kill: -26; Eya2 phos inh: 6%; USP2a block: 0%; PKM2 activator: 4%; B2AR arrestin: -0.2%; GALK inhibitor: 2%; uPA generation: 1%; KCNH2 WT inh: 0; Coupling enz: 4
Entry for CSc1ncccc1C(=O)OCC(=O)NCc1cccs1 → Chronic BCR inh: 3%; KCNH2 3.1 block: -17; Giardia kill: 23; Eya2 phos inh: 1%; USP2a block: 0%; PKM2 activator: .; B2AR arrestin: -0.2%; GALK inhibitor: .; uPA generation: 19%; KCNH2 WT inh: 13; Coupling enz: .
Entry for O=C(CCN1C(=O)S/C(=C\c2ccc(F)cc2)C1=O)Nc1ccc(O)cc1C(=O)O → Chronic BCR inh: ?; KCNH2 3.1 block: 8; Giardia kill: 4; Eya2 phos inh: 7%; USP2a block: 2%; PKM2 activator: .; B2AR arrestin: 0.4%; GALK inhibitor: -8%; uPA generation: -5%; KCNH2 WT inh: 2; Coupling enz: .

(next part)
SMILES	Chronic BCR inh	KCNH2 3.1 block	Giardia kill	Eya2 phos inh	USP2a block	PKM2 activator	B2AR arrestin	GALK inhibitor	uPA generation	KCNH2 WT inh	Coupling enz
CCOC(=O)c1sc(=S)n(-c2ccccc2OC)c1N	4%	0	-11	18%	0%	-12%	-0.3%	0%	-6%	2	1
O=C(c1cnc2sccn2c1=O)N1CCN(c2ccccc2Cl)CC1	2%	20	3	2%	2%	-7%	-0.8%	1%	1%	11	-1
CCOP(=O)(OCC)C(Nc1cccc(C(F)(F)F)c1)c1ccc(C)cc1 (configuration not stated)	5%	-7	15	-10%	1%	-9%	-0.5%	2%	-7%	-7	-1
CCCCC(=O)Nc1cccc(-c2ccc3nncn3n2)c1	9%	7	-24	-2%	1%	-9%[0.46 µM]	0.3%	0%	2%	8	0
O=c1cc(C(F)(F)F)[nH]c2c(OC(F)(F)F)cccc12	?	4	-16	4%	-1%	4%	-0.5%	1%	2%	3	2
COc1cc(C=O)c(Br)cc1OC1CCCC1	7%	4	12	-5%	1%	2%	0.2%	-2%	-1%	-8	5
O=C1CCSc2ccc(Cl)cc2N1Cc1ccccc1	4%	7	-1	-17%	0%	1%	-0.1%	-1%	-3%	0	1
COc1ccccc1/C=C1\C(=O)Nc2ccccc21	?	-1	6	-3%	0%	2%	0.0%	0%	0%	-15	-6
O=C(CSc1nncc(=O)[nH]1)NC1CCCCC1	0%	-1	0	-5%	4%	1%	0.5%	-2%	2%	-7	-1
COc1ccccc1/C=C/C(=O)NCC(=O)N1CCC(N(C)C2CCCC2)CC1	8%	-4	-17	6%	-5%	-12%	-0.1%	-2%	-1%	11	1
CN(C)C(=O)c1c(NC(=O)c2ccccc2)sc2c1CCC2	?	7	-20	-9%	0%	-2%	-0.1%	0%	6%	5	1
O=C(NCCC(=O)N(Cc1ccco1)Cc1cccs1)c1ccccc1Cl	?	1	-21	0%	1%	.	0.1%	.	?	1	.
C#CCNc1cc(-c2ccccc2)nc2ncnn12	-2%	5	7	7%	0%	-5%	-0.1%	5%	5%	-7	2
COC(=O)c1cc(NC(=O)c2cc(-c3ccc(OC)cc3)oc2C(F)(F)F)ccc1N1CCOCC1	21%	-1	2	-15%	-14%	-2%	-0.7%	.	-22%	2	-5
CC1CCC(NS(=O)(=O)c2ccc(Cl)s2)CC1 (configuration not stated)	?	-6	13	0%	3%	.	-0.2%	.	4%	-3	.
COC(=O)c1cnc(Oc2ccc(NC(=O)NC(=O)c3c(F)cccc3F)cc2)cc1C(F)(F)F	-11%	12	-3	-4%	3%	-2%	2.9%	2%	-7%	-9	3
Cc1ccc(OCCN2C(=O)NC3(CCc4ccccc4C3)C2=O)cc1 (configuration not stated)	-1%	12	-1	-2%	0%	3%	-0.1%	0%	12%	-2	0
Cc1c(NC(=O)C(C)OC(=O)c2cccnc2)c(=O)n(-c2ccccc2)n1C (configuration not stated)	-8%	18	?	3%	1%	4%	-0.3%	0%	1%	-2	2
COC(=O)c1ccccc1NC(=O)Nc1ncccc1C	1%	-10	-4	8%	5%	0%	-0.3%	-1%	12%	.	1
Cc1nc2ccccn2c1/C(O)=C1\C(=O)C(=O)N(CCCn2ccnc2)C1c1ccncc1 (configuration not stated)	0%	-1	1	-11%	1%	0%	0.1%	-1%	-1%	-7	2
